FN deposition inh: fibronectin deposition inhibition; 0.086% of 350,000 active; AH1F fibroblasts, Alexa488-fibronectin deposition fluorescence, overnight; inhibition, % at 12.6 µM;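 active means mean inhibition across replicates of 30% or more, regardless of how many single replicates reach that level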;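 further: positive control wells lacked labelled fibronectin entirely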
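Assay system: AH1F fibroblasts assembling fluorescent fibronectin matrix; Amount: 10000 AH1F cells per well; Buffer or medium: DMEM, 2% serum; Probe or stimulus: Alexa488-fibronectin, 24 nM final in well; Doses: single compound dose, delivered by pin transfer; Incubation: 1 h adhesion, overnight exposure; Measured by: fluorescence 485/525 nm; Read-out: fibronectin deposition inhibition.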
GSIS activator: primary screen for activators of insulin secretion dependent on glucose, INS-1E cells, GLuc reporter luminescence; 0.61% of 370,000 active; AID 743287; INS-1E GLuc reporter insulin secretion, 2-3 h; activation, % at 16.6 µM;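 active means lowest replicate activation of at least 40%, so every replicate reaches that level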;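 further: 0% = median of neutral control wells and 100% = median of IBMX positive control wells; some compounds called inactive have numbers as strong as hits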
* = called active by the depositor.

Molecule	FN deposition inh	GSIS activator
Cc1ccc(OCC(=O)NNC(=O)c2cc(C)[nH]n2)cc1	0	0
Nc1ccc2c(c1)sc1ccccc12	1	1
O=C(c1cc([N+](=O)[O-])ccc1N1CCCCC1)N1CCc2ccccc21	-22	-5
CC(C)N1CCN(Cc2coc3ccccc3c2=O)CC1CCO (centres undefined)	4	2
CCCCc1c(C)nc2c(OC)cccc2c1SCCC(=O)O	-1	73
COc1cc(NC(=O)CN2CCN(c3ccccc3)CC2)c(C)cc1[N+](=O)[O-]	-3	3
CN(C)C(=O)C[n+]1ccc(/C=N/O)cc1	-6	4
Cc1nc(-c2ccc(NC(=O)CC(C)C)cc2)cs1	-4	10
CCOc1cc(NS(=O)(=O)c2ccc(NC(C)=O)cc2)c(OCC)cc1NC(=O)c1cccs1	0	-11
Cc1cc([N+](=O)[O-])ccc1-c1ccc(/C=N/NC(=O)Cc2ccccc2)o1	4	3
Nc1nn(-c2ccccc2)c(N)c1N=Nc1ccc2c(c1)OCO2	-3	-12
CCOC(=O)CSC1=C(C#N)C(c2ccccc2)C(C(C)=O)=C(C)N1 (centres undefined)	9	-12
COc1cccc(C2c3[nH]c4ccccc4c3CCN2Cc2cccc(C)n2)c1 (centres undefined)	-5	-18
CCOC(=O)N/N=C/c1c(C)nn(-c2ccccc2Cl)c1Cl	3	0
CCOC(=O)Cc1csc(Nc2ccc(Cl)cc2)n1	-3	-4

Molecule	FN deposition inh	GSIS activator
CCc1cccc(CC)c1NC(=O)COC(=O)CCc1cc(OC)c(OC)c(OC)c1	5	-1
COc1cccc(/C=N/NC(=O)CC(=O)NCCc2ccccc2)c1OC	-6	0
C[C@@H]1CN([C@H](C)CO)C(=O)c2cccc(NC(=O)CCCCCC(=O)Nc3ccccc3N)c2O[C@@H]1CN(C)CC1CCCCC1	-13	9
CN(/N=C/c1cccnc1)C1=NS(=O)(=O)c2ccccc21	5	7
Cc1ccc(C)c(S(=O)(=O)N2CCN(CC(=O)Nc3sccc3C#N)CC2)c1	-9	12
CN1CCN(C(=O)C[C@@H]2CC[C@@H]3[C@@H](COc4ccc(NC(=O)c5cccs5)cc4C(=O)N3C)O2)CC1	-5	6
O=C(N/N=C/c1ccc[nH]1)c1cccc([N+](=O)[O-])c1	-4	3
COc1ccc(NC(=O)c2ccc(OC(F)F)cc2)cc1Cl	0	-5
COc1ccc(C[C@@H]2CCn3cc(nn3)COCCNC2=O)cc1	5	2
CC1=Nn2c(nc3sc4c(c3c2=O)CCCC4)SC1	-3	-3
COc1cc(/C=C2\SC(N)=NC2=O)ccc1OCC(=O)Nc1ccc(C)cc1	5	7
CCN1CCN(C(=O)CN(c2cccc(Br)c2)S(=O)(=O)c2ccccc2)CC1	4	12
O=C(C[C@H]1C[C@@H]2c3cc(NC(=O)Nc4ccc(F)cc4)ccc3O[C@@H]2[C@@H](CO)O1)NC1CCCC1	-8	-15
COc1ccc(C(=O)/C=C/c2cccs2)c(OC(=O)N2CCOCC2)c1	-4	-13
Cc1ccc(S(=O)(=O)/N=C(\Nc2cccc(C)c2)Nc2nc(C)cc(C)n2)cc1	2	53

Rewritten field by field: part of the list above.
smiles: COc1ccc(C(=O)/C=C/c2cccs2)c(OC(=O)N2CCOCC2)c1
  FN deposition inh: -4
  GSIS activator: -13
smiles: Cc1ccc(S(=O)(=O)/N=C(\Nc2cccc(C)c2)Nc2nc(C)cc(C)n2)cc1
  FN deposition inh: 2
  GSIS activator: 53

Further compounds follow.
Molecule	FN deposition inh	GSIS activator
O=C(CCc1ccc(S(=O)(=O)NCc2ccccc2)cc1)NCC1CCCO1 (centres undefined)	4	10
COc1ccc(N(CC(=O)O)S(=O)(=O)c2c(C)n[nH]c2C)cc1	4	-6
COC(=O)C1CCN(c2ccc(C(N)=O)cc2[N+](=O)[O-])CC1	9	-11
O=C1O/C(=C/c2ccccc2)c2ccccc21	0	3
O=C(NC(=S)Nc1ccccn1)c1ccco1	7	10
CC(C)NC(=S)NC(=O)c1ccc(Cl)cc1Cl	2	-10
Cc1ccc(C)c(N=Nc2ccc(O)c3ncccc23)c1	-2	5
COc1ccc(CCNC(=O)c2cc(C(=O)c3cc(C)ccc3O)cn(CCc3ccc(OC)cc3)c2=O)cc1	-7	0
Cc1cccc(NC(=S)N2CCN(c3cc(C)ccc3C)CC2)c1	-5	-29
COc1ccc(N(C(=O)c2cccnc2)S(=O)(=O)c2ccc3c4c(cccc24)C(=O)N3C)cc1	0	8
Cc1cccn2c(=O)c(/C=N/O)c(N3CCCC3)nc12	-8	10
COC(=O)c1c(NC(NC(C)=O)C(Cl)(Cl)Cl)sc2c1CCCC2 (centres undefined)	-3	-4
CCc1nnc(NS(=O)(=O)c2ccc(N/C=C\C(=O)c3cccc4ccccc34)cc2)s1	2	-12
CC(NCc1ccc2c(c1)OCO2)C(=O)N1CCc2ccccc21 (centres undefined)	5	-8
Cc1cc(=O)oc(C)c1C(=O)NCCCN1C(C)CCCC1C (centres undefined)	-7	-2

Retrieved by compound from the entries so far, 2 records:
Molecule	FN deposition inh	GSIS activator
COC(=O)c1c(NC(NC(C)=O)C(Cl)(Cl)Cl)sc2c1CCCC2 (centres undefined)	-3	-4
O=C(CCc1ccc(S(=O)(=O)NCc2ccccc2)cc1)NCC1CCCO1 (centres undefined)	4	10

Further compounds:
Molecule	FN deposition inh	GSIS activator
CN(C)CC(=O)N1[C@@H](CO)[C@H](c2ccccc2)C12CN(CC1CC1)C2	-2	3
O=C(Cc1c(F)cccc1Cl)NC1=NCCS1	-4	21
Cc1ccccc1N=C1NC(=O)/C(=C/c2cccn2C)S1	5	-18
COc1ccc(N2C(=O)C(CC(=O)Nc3ccc(F)cc3)N(CCc3cccs3)C2=O)cc1 (centres undefined)	-6	-21
C=CCOC(=O)/C(=C\c1ccccc1)NC(=O)c1ccco1	5	3
O=C(Nc1ccccc1Cl)C1(c2ccccc2)CC1(Cl)Cl (centres undefined)	5	6
CCNC(=S)NNC(=O)CCn1cc(C)cn1	-8	12
O=[N+]([O-])c1ccc(OCC(O)CN2CCN(c3ccccc3F)CC2)cc1 (centres undefined)	5	11
CCOc1cccc(C(=O)Nc2cccc(C(=O)NC(C)(C)C)c2)c1	-5	-7
O=c1c2c(nc3cc(-c4ccc(Cl)cc4)[nH]n13)CCS2	-1	-2
COc1cc(/C=C/C(=O)NC(C)(C)C)ccc1OCc1ccccc1	3	5
CCN(CC)S(=O)(=O)c1ccc(C(=O)NNc2nc(-c3ccccc3)c3cc(Br)ccc3n2)cc1	1	-18
Nc1ccccc1Nc1ccc([N+](=O)[O-])cc1[N+](=O)[O-]	0	6
COc1ccccc1N=Nc1nc(-c2ccccc2)c(-c2ccccc2)[nH]1	9	19
O=C(CSc1ccc2ccccc2c1)Nc1ncccn1	11	8

Molecule	FN deposition inh	GSIS activator
COc1ccc(CNC(=O)COC(=O)CCCOc2ccc(Cl)cc2Cl)cc1	-1	9
Cc1ccc(-c2nnc(SCC(=O)NC(=O)Nc3ccc(C)cc3C)n2N)cc1	4	37
NS(=O)(=O)c1ccc(CCNC(=O)CN2CCN(c3cccc(Cl)c3)CC2)cc1	3	-8
CCOC(=O)c1cc(-c2cccc(C(F)(F)F)c2)nc2nc(SC)[nH]c(=O)c12	10	14
Cc1ccc(O)c(C(=O)c2cnn(C(=O)COc3ccc(Cl)cc3)c2)c1	-13	14
CC(C)C[C@H]1COCc2cn(nn2)CC[C@@H](Cc2cccc(Cl)c2)C(=O)N1	-6	3
O=C(/C=C/c1ccco1)NC(=S)Nc1ccc(N2CCCC2)cc1	-1	10
Cc1ccc(C(=O)N[C@H](C(=O)OCc2cc(=O)oc3cc(C)ccc23)C(C)C)cc1	-1	-23
CC(=O)N1N=C(c2ccc(Br)cc2)OC1(C)CC(=O)Nc1ccccc1 (centres undefined)	4	57*
Cc1cc(OCCOCCN(C)C)ccc1Cl	3	-1
CCN1CCN(Cc2c(O)ccc3c2O/C(=C\c2ccc(C)cc2)C3=O)CC1	-10	-15
COc1ccc(/C=C2\NC(=O)C(C=NCc3ccccc3)=C2O)cc1	-1	49
CCN(CC(=O)Nc1ccc(N2CCOCC2)cc1)CC(=O)NC(C)(C)C	4	2
O=S(=O)(c1cccc(C(F)(F)F)c1)N1CCN(C(=S)NC2CC2)CC1	-7	8
COc1ccc(C2CC(=O)C3=C(C2)Nc2ccccc2NC3c2coc3ccccc3c2=O)cc1OC (centres undefined)	-5	-10

Molecule	FN deposition inh	GSIS activator
Cc1ccn(-c2cccc(-n3ccc(C)n3)n2)n1	1	3
O=C(CSc1nc(-c2cccs2)cc(C(F)(F)F)n1)Nc1cc(OCC(F)(F)C(F)F)cc([N+](=O)[O-])c1	-7	-38
Cc1ccc(-c2c(C)n([O-])c3c([n+]2=O)CCCCC3)cc1	-4	19
CCOc1ccc(N=C(NN)c2ccc3ccccc3n2)cc1	-2	-9
CCCCNC(=O)/C(C#N)=C/c1ccc2c(c1)OCCO2	2	3
Cc1nn(Cc2ccc(F)cc2)c(C)c1NC(=O)c1cnn2c1NC(c1cccs1)CC2C(F)(F)F (centres undefined)	-9	-7
CNC(=S)NNC(=O)COc1ccc(C)c(C)c1	-1	1
COc1ccc(C2NCCc3c2[nH]c2ccccc32)cc1CSc1nc2ccccc2s1 (centres undefined)	-12	-25
N#CC1=C(S)N(c2ccccc2)C(c2ccc(-c3ccccc3Cl)o2)NC1=O (centres undefined)	-4	-6
Cc1cc(C)c2c(N)c(C(=O)c3ccc(Cl)cc3Cl)sc2n1	15	22
CC1CCN(S(=O)(=O)c2cc([N+](=O)[O-])ccc2Cl)CC1	1	-1
CCC(=O)c1ccc(Oc2ccc(C(=O)c3ccc(C)cc3)cc2[N+](=O)[O-])cc1	-2	-3
COc1ccc([C@H]2CC=CC[C@H](C)Oc3ccccc3C(=O)N(C)[C@H](C(C)C)C(=O)N2)c(OC)c1 (mixture of isomers)	-16	-25
C[C@@H]1CN(C)C(=O)c2cc(N)ccc2O[C@@H]1CN(C)C	-2	-3
O=C(NCc1ccccc1)c1ccccc1CO	12	-4

Molecule	FN deposition inh	GSIS activator
O=C(NN=C1C2CC3CC(C2)CC1C3)c1cccc(S(=O)(=O)N2CCOCC2)c1	-4	2
O=C(COC(=O)c1sc2ccccc2c1Cl)Nc1ncc(Cl)cc1Cl	1	0
COc1ccc(-n2c(SCC(=O)Nc3ccc([N+](=O)[O-])cc3OC)nc3ccccc32)cc1	-2	-32
CC(C)CCN1C(=O)c2ccc(C(=O)Nc3cccc(S(N)(=O)=O)c3)cc2C1=O	6	-3
CC(C)(CSc1ccccn1)NS(=O)(=O)c1ccccc1	-7	16
NC(=O)c1ccc(C(=O)c2ccc([N+](=O)[O-])cc2)cc1	5	27
CC(C)NC(=O)N(C)C[C@@H]1Oc2ncc(-c3cccc(C#N)c3)cc2C(=O)N([C@@H](C)CO)C[C@@H]1C	-1	12
CN(C)c1ccc(C(CC(=O)c2ccccc2)C2CCCCC2=O)cc1 (centres undefined)	-4	2
C[C@@H]1CN([C@H](C)CO)C(=O)c2c(c3ccccc3n2C)-c2ccccc2CO[C@@H]1CN(C)Cc1ccccc1C(F)(F)F	3	42
Cc1ccc(-n2c(C)cc(/C=C3/C(=N)N4C(c5ccccc5)=CSC4=NC3=O)c2C)cc1	10	-25
CCNc1c(NC(C)=O)c(=O)oc2ccccc12	-2	7
Cc1ccc(OCC(=O)NC2CCCc3ccccc32)c(C)c1 (centres undefined)	-1	-32
Cc1ccc(S(=O)(=O)N2CCC(C(=O)NCCN3CCCCCC3)CC2)cc1	-7	18
O=C(O)c1ccc(-c2nc(-c3ccccc3)cs2)cc1	-1	8
CNc1ccc(/C=C/C(=O)c2ccc(C)cc2)cc1[N+](=O)[O-]	6	0
COc1ccc(C(=O)ON=C2c3ccccc3-c3ccccc32)cc1OC	-1	12

Given with values under each structure: 6 of the compounds above.
Order of values: FN deposition inh, GSIS activator
- C[C@@H]1CN([C@H](C)CO)C(=O)c2c(c3ccccc3n2C)-c2ccccc2CO[C@@H]1CN(C)Cc1ccccc1C(F)(F)F
→ 3, 42
- Cc1ccc(-n2c(C)cc(/C=C3/C(=N)N4C(c5ccccc5)=CSC4=NC3=O)c2C)cc1
→ 10, -25
- CCNc1c(NC(C)=O)c(=O)oc2ccccc12
→ -2, 7
- Cc1ccc(OCC(=O)NC2CCCc3ccccc32)c(C)c1 (centres undefined)
→ -1, -32
- Cc1ccc(S(=O)(=O)N2CCC(C(=O)NCCN3CCCCCC3)CC2)cc1
→ -7, 18
- O=C(O)c1ccc(-c2nc(-c3ccccc3)cs2)cc1
→ -1, 8

Only part of the results is shown; count on the stated rates, not on these rows.
